mIAP inh = mouse IAP inhibition; AID 2806; purified mouse IAP, CDP-Star luminescence, 30 min; inhibition, % at 10 µM; actives 0.2% (n = 330,000);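 active = inhibition of at least 40% at 10 µM in the primary screen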;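 also: plate controls were DMSO with enzyme for no effect and no enzyme wells for full effect; values of inactives mirror those of a sister screen read the other way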
TIM10 inh = inhibits growth of TIM10 yeast strain; AID 463195; S. cerevisiae TIM10 strain growth, BacTiter-Glo luminescence, 24 h; inhibition, % at 10 µM; actives 1.4% (n = 330,000);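 active = inhibition of 40% or more at the single tested concentration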;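 also: wild-type TIM10 isogenic control strain grown at permissive 25 °C; 0% = DMSO yeast wells and 100% = minimal medium wells without yeast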
hIAP inh = blocks human intestinal alkaline phosphatase; P09923; purified IAP, CDP-Star luminescence, 30 min; inhibition, % at 10 µM; actives 0.12% (n = 330,000); AID 2544;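 active = inhibition reaching a set limit with compound at 10 µM in the primary screen, cut at about 35% in these data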;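 also: plate controls were DMSO wells with enzyme for no effect and no-enzyme buffer wells for full effect; values of inactives mirror those of a sister screen read the other way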
Target sequence (P09923 whole entry, looked up): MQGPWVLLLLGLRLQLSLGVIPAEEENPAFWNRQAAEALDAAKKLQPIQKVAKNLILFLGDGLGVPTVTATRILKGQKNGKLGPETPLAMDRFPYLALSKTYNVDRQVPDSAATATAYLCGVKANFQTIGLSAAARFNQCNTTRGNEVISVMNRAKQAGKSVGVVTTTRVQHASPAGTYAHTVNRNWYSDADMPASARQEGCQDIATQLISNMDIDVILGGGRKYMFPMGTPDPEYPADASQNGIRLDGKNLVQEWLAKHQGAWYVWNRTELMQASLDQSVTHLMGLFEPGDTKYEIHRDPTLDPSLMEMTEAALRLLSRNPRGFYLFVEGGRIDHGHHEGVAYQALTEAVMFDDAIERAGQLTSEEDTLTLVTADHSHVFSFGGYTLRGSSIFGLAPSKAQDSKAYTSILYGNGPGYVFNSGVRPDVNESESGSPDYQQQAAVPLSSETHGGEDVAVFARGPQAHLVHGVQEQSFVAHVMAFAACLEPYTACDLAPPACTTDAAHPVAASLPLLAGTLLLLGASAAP
Apaf1 inhib = human Apaf-1 inhibition | O14727 | reconstituted apoptosome caspase-3 activity, DEVD-Rh110 fluorescence | inhibition, % at 20 µM | actives 0.71% (n = 330,000); active = inhibition of at least 40% at 20 µM;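 also: plate controls were DMSO wells for no effect and DEVD-CHO caspase inhibitor wells for full effect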
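Assay system – apoptosome proteins · Medium – Hepes buffer, pH 7.5 · Also added – cytochrome c with DEVD-Rh110 · Timing – 30 min compound preincubation, 50 min activation, room temperature · Detection – Rh110 fluorescence, excitation 480 nm, emission 540 nm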
NALP3 yeast inh = inhibitors of NALP3 inflammasome in yeast; Yeast reconstituted NLRP3/ASC/caspase-1, beta-gal luminescence, 24 h; inhibition, % at 10 µM; AID 2825; actives 0.39% (n = 330,000);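 active = inhibition of 50% or more; inactive = inhibition below 50%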;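 also: plate controls were induced DMSO wells for no effect and uninduced yeast grown without galactose for full effect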
hIAP activ = human IAP activation. activation factor at 10 µM. purified human IAP, CDP-Star luminescence, 30 min; hits give high values; 1 = vehicle-only enzyme, 0 = enzyme-free background. P09923. actives 0.16% (n = 330,000). AID 2524;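 active = activation factor of the enzyme at least 2-fold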; also: the source names both 10 and 20 µM as test concentration; values of inactives mirror those of a sister screen read the other way
tim10-1 inh = growth inhibitors of tim10-1 mutant yeast | inhibition, % at 20 µM | S. cerevisiae tim10-1 ts strain growth, BacTiter-Glo, 24 h | AID 463190 | actives 2.2% (n = 330,000);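 active = inhibition of at least 40%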;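 also: mutant grown at 25 °C; 0% = DMSO wells with yeast and 100% = wells holding no yeast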
mIAP activ = increases mouse intestinal alkaline phosphatase activity; activation factor at 10 µM; AID 2805; actives 0.24% (n = 330,000); muIAP, CDP-Star luminescence, 30 min; hits give high values; 1 = vehicle-only enzyme signal, 0 = enzyme-free wells;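 active = activation factor of at least 2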; also: the source names both 10 and 20 µM as test concentration; values of inactives mirror those of a sister screen read the other way
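Assay system: mouse IAP enzyme; Reagent: CDP-Star chemiluminescent phosphatase substrate; Compound: DMSO-dissolved test compounds; Incubation: 30 min, room temperature; Technique: luminescence from enzymatic CDP-Star hydrolysis; Controls: DMSO-only wells and no-enzyme negative control.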
ATG4B inhibitor = ATG4B (human) cysteine protease inhibition; Q9Y4P1; ATG4B cleavage of LC3-PLA2, NBD-HPC fluorescence, 1 h; inhibition, % at 8.33 µM; actives 0.51% (n = 340,000); in the data active = inhibition above about 40%
Target sequence (Q9Y4P1 whole entry, looked up): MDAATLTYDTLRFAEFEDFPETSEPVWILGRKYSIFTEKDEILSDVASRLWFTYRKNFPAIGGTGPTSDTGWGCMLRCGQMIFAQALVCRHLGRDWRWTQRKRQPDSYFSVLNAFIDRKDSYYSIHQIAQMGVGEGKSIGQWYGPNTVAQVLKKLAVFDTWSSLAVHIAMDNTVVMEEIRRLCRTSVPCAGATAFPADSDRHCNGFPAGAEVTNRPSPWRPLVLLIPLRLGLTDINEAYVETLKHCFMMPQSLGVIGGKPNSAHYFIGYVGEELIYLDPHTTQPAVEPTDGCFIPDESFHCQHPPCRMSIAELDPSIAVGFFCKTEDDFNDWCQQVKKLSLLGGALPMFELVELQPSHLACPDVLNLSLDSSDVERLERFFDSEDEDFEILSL
The depositor's hits bear a star; . = not tested or not shown.

Order of results: mIAP inh	TIM10 inh	hIAP inh	Apaf1 inhib	NALP3 yeast inh	hIAP activ	tim10-1 inh	mIAP activ	ATG4B inhibitor
> Cc1cc(C(=O)CCC(=O)Nc2ccc(S(N)(=O)=O)cc2)c(C)s1
  -0.3	-2.6	-9.2	-5.6	0.0	1.09	7.0	1	-1.2
> CC(=O)Nc1cc(Br)ccc1O
  -5.0	-6.8	5.2	-7.0	9.9	0.948	-4.0	1.05	0.2
> O=C(NCCOCCNC(=O)OCc1ccccc1)OCc1ccccc1
  -0.3	7.6	-3.3	5.8	19.3	1.03	9.7	1	3.6
> O=C1C=C(NCc2ccc(Cl)cc2)CC(c2ccco2)C1 (centres undefined)
  6.9	6.2	17.1	5.1	3.4	0.829	19.2	0.931	-4.7
> CNC(C)C(=O)NC(C(=O)N1CCCC1C(=O)NNc1ccccc1)C(C)C (centres undefined)
  3.3	0.6	-16.3	-7.4	15.7	1.16	-55.6	0.967	-7.2
> O=C(NCc1ccccc1)C(c1ccccc1)N(C(=O)c1csnn1)c1ccccc1 (centres undefined)
  -6.1	-8.4	-5.0	6.7	-1.7	1.05	4.7	1.06	-6.9
> O=C1C2C3C=CC(C4CC34)C2C(=O)N1c1nccs1 (centres undefined)
  -0.5	-2.7	-3.9	-5.2	10.5	1.04	9.9	1	-9.1
> COc1ccc(C2CCCN2C(=O)Nc2cccc(C(C)=O)c2)cc1OC (centres undefined)
  6.0	-4.8	-4.8	-2.7	14.0	1.05	6.5	0.94	4.2
> COc1ccc(Cl)cc1-c1nc(-c2ccncc2)no1
  7.2	18.6	1.2	8.1	18.3	0.988	9.9	0.928	-7.2
> Cc1nn(Cc2noc(C(=O)NC3CCC(C)CC3)n2)c(C)c1Br (centres undefined)
  1.5	10.5	-52.9	6.5	14.0	1.53	30.8	0.985	-8.3
> COc1ccccc1OCc1nnc(SCC(N)=O)n1-c1ccccc1
  7.7	5.2	9.0	5.0	-0.4	0.91	6.2	0.923	-2.4
> COc1cccc(NC(=O)CN(C)C(=O)COc2ccccc2Cc2ccccc2)c1
  -17.4	-3.4	0.6	11.3	16.0	0.994	-0.9	1.17	-11.1
> Cc1ccc2oc(-c3ccccc3C(=O)O)cc(=O)c2c1
  -1.4	5.9	-27.2	-11.1	10.5	1.27	4.0	1.01	-9.1
> Cc1nnc(SCc2c(Cl)cccc2Cl)s1
  -0.7	8.0	-23.1	8.9	15.2	1.23	22.8	1.01	1.8
> COc1ccc(NC(=O)Nc2cccc3cccnc23)cc1
  -0.2	11.1	-16.4	-9.9	29.3	1.16	6.4	1	-30.6
> CC1CCCCC1NC(=O)c1c(O)nc2ccccn2c1=O (centres undefined)
  5.6	2.9	5.2	-1.7	24.9	0.948	0.2	0.944	1.8
> Cc1cc(C)c2nc(N3CCC(C(=O)N4CCN(c5ncccn5)CC4)CC3)sc2c1
  -0.9	11.8	14.4	-1.2	26.1	0.856	8.6	1.01	2.3
> COc1ccc(OC)c(C2C(C(=O)c3sc(C)nc3C)=C(O)C(=O)N2CCN2CCOCC2)c1 (centres undefined)
  -11.7	-22.6	5.8	12.0	23.5	0.942	-13.1	1.12	2.8
> Cc1ccccc1OCC(=O)OCC(=O)NCC1CCCCC1
  -6.0	-5.2	6.5	-3.4	10.4	0.935	3.7	1.06	-6.5
> CC(C)CNC(=O)COC(=O)c1cncc(Br)c1
  5.6	-2.0	-2.5	-13.3	3.9	1.02	9.3	0.944	13.8
> O=C(c1ccc(Cl)cc1)N1CCn2c1nc1ccccc12
  0.3	-2.4	6.5	-6.6	11.8	0.935	5.6	0.997	-4.6
> CN(C)Cc1ccc(-c2nc3cccc4c3n2CCNC4=O)cc1
  -8.6	8.6	14.2	-0.6	0.7	0.858	-3.2	1.09	-3.1
> CCNC(=O)NC(=O)CSc1ccc(NC(C)=O)cc1
  5.8	9.8	0.5	0.6	1.5	0.995	-2.5	0.942	1.4
> Cc1cc(C)nc(Nc2n[nH]c(-c3ccc(N)cc3)n2)n1
  3.2	7.2	-56.6	4.6	20.4	1.57	-0.2	0.968	-10.8
> CCN(CC)S(=O)(=O)c1ccc(N2CCOCC2)c(NC(=O)CN2C(=O)NC(C)(c3ccccc3)C2=O)c1 (centres undefined)
  2.6	5.2	-1.4	11.2	17.5	1.01	-11.4	0.974	5.3
> CCC1=C(OC(=O)N(CC)CC)N2C(=O)OC(=NCCOC)[C@]2(Cc2ccccc2)[C@H]2C1=CC[C@H]1C(=O)N(CC(=O)OC)C(=O)[C@H]12
  -2.8	11.6	-6.2	21.9	5.7	1.06	2.5	1.03	-6.0
> CC(C)[C@H](NC(=O)[C@@H]1CSC2c3ccccc3C(=O)N21)C(=O)N1CCCCC1 (some centres undefined)
  0.3	5.0	-4.9	-2.2	-0.3	1.05	-0.3	0.997	-0.6
> O=C(COC(=O)c1cnccn1)NCc1ccc(Cl)cc1
  1.1	3.4	-8.2	-0.4	4.9	1.08	15.3	0.989	-9.1
> NC(=O)c1ccsc1NC(=O)COC(=O)COc1ccccc1[N+](=O)[O-]
  11.3	-5.9	4.7	-14.7	1.5	0.953	-0.5	0.887	0.4
> COc1ccc(-n2c(SCc3ccccn3)nc3c(c2=O)SCC3)cc1OC
  -13.8	-6.1	-7.0	-18.7	-3.1	1.07	13.9	1.14	-9.2
> COCCNC(=O)c1ccc(N2CCC3(CC2)OCCO3)c([N+](=O)[O-])c1
  6.8	5.1	0.2	-10.8	9.6	0.998	11.1	0.932	3.9
> N#Cc1ccc(COC(=O)C2CCC(=O)N2)cc1 (centres undefined)
  0.3	-3.8	-4.0	10.8	3.0	1.04	15.9	0.997	-9.8
> CC(C)NC(=O)C(=O)Nc1cc2c3c(c1)CCC(=O)N3CCC2
  -2.0	-7.2	-7.5	3.4	6.8	1.07	26.8	1.02	-2.2
> COc1cc(C(=O)NC2CCCc3ccccc32)ccc1OCC(=O)Nc1ccc(F)cc1 (centres undefined)
  -8.3	11.3	11.0	-1.6	10.4	0.89	6.0	1.08	-1.8
> CCOc1cc2[nH]c(=O)n(CCC(=O)NCCc3ccc(OC)c(OC)c3)c(=O)c2cc1OCC
  -5.0	2.7	-7.1	5.8	3.2	1.07	1.6	1.05	-4.7
> CN(C)C(CNC(=O)CNC(=O)Cc1cccc2ccccc12)c1ccccc1 (centres undefined)
  5.5	-8.9	-11.0	6.4	14.8	1.11	2.5	0.945	-5.1
> Cc1ccc(-c2nc(S(=O)(=O)c3ccc(C)cc3)c(N(C)C)o2)cc1
  -0.6	-12.6	-28.8	14.8	70.8*	1.29	-8.1	1.01	0.5
> O=C(COC(=O)c1nc(Cl)ccc1Cl)Nc1ncc(Cl)cc1Cl
  -7.7	1.0	-5.0	7.3	10.0	1.05	10.0	1.08	3.5
> Cc1cc(C)c(C)c(OCCn2ccnc2)c1
  2.3	11.5	-34.7	-11.1	29.1	1.35	-9.7	0.977	1.6
> Cc1nnc(SCc2cccc([N+](=O)[O-])c2)s1
  1.6	6.3	0.2	-2.5	21.7	0.998	9.2	0.984	-2.6

Profiles, quoted from the list. Values in the order: mIAP inh, TIM10 inh, hIAP inh, Apaf1 inhib, NALP3 yeast inh, hIAP activ, tim10-1 inh, mIAP activ, ATG4B inhibitor
CCNC(=O)NC(=O)CSc1ccc(NC(C)=O)cc1 is entered as 5.8, 9.8, 0.5, 0.6, 1.5, 0.995, -2.5, 0.942, 1.4
COc1cc(C(=O)NC2CCCc3ccccc32)ccc1OCC(=O)Nc1ccc(F)cc1 (centres undefined) is entered as -8.3, 11.3, 11.0, -1.6, 10.4, 0.89, 6.0, 1.08, -1.8

Continued.
Order of results: mIAP inh	TIM10 inh	hIAP inh	Apaf1 inhib	NALP3 yeast inh	hIAP activ	tim10-1 inh	mIAP activ	ATG4B inhibitor
> COCCCN1CC23C=CC(O2)C(C(=O)OC)C3C1=O (centres undefined)
  2.4	6.7	12.3	-5.0	2.8	0.877	15.4	0.976	-0.9
> Cc1cc(NC(=O)c2c(F)c(F)c(F)c(F)c2F)no1
  3.7	5.2	6.6	-9.2	-51.4	0.934	-2.9	0.963	5.2
> Cc1cc(C(=O)Nc2ccc3c(c2)OCO3)no1
  10.3	6.2	4.1	-6.0	-4.2	0.959	7.6	0.897	9.6
> CC(C)N(Cc1ccccc1)C(=O)COC(=O)c1c(F)cccc1F
  3.0	12.5	10.5	1.5	3.4	0.895	14.3	0.97	-2.5
> CSc1cccc(NC(=O)N2CCCC(CNS(=O)(=O)Cc3ccccc3)C2)c1 (centres undefined)
  -46.4	23.7	-9.1	9.7	8.5	1.09	9.8	1.46	-7.1
> O=C(Nc1ccccc1)C1=C[C@@H](C2CC2)C[C@@H](OCCCCO)O1
  6.7	-0.4	-8.1	5.5	17.8	1.08	-3.2	0.933	-1.1
> Cn1c(=O)n(Cc2ccccc2Br)c2ccccc21
  10.0	2.5	5.2	1.2	-33.6	0.948	0.9	0.9	-1.6
> O=C(CCN1C(=O)[C@@H]2Cc3ccccc3CN2C1=O)NCc1ccccc1Cl
  -7.2	-1.6	-13.9	-5.3	10.7	1.14	4.9	1.07	0.5
> Cc1cccc(NC(=O)CCCC(=O)OC(C)C(=O)c2ccccc2)c1 (centres undefined)
  -2.0	-3.9	-9.4	11.2	9.2	1.09	2.6	1.02	-8.8
> CCC(C)[C@H](NC(=O)N1CC(=O)Nc2ccccc21)C(=O)N1CCC(C(=O)O)CC1 (some centres undefined)
  1.7	5.5	-26.3	-6.9	11.5	1.26	-3.0	0.983	9.0
> CC1=NN(c2ccc(C)cc2C)C(=O)C1C(c1ccccc1O)C1C(=O)N(c2ccc(C)cc2C)N=C1C (centres undefined)
  3.3	19.4	-8.4	96.9*	9.2	1.08	16.6	0.967	1.8
> O=C(CNS(=O)(=O)c1cccs1)NCc1ccccc1
  6.6	-10.9	-0.9	3.6	17.7	1.01	1.5	0.934	7.0
> Cc1cccc(OCCCSc2nc3ccc(C)cc3[nH]2)c1
  -32.7	3.9	-14.4	11.6	50.5*	1.14	-29.0	1.33	17.1
> CC1CN(S(=O)(=O)c2cccc(C(=O)OC(C)C(=O)NC3CCCCC3C)c2)CC(C)O1 (centres undefined)
  2.9	21.9	-22.6	8.7	2.4	1.23	15.9	0.971	-4.3
> Cc1ccc(NCc2nnc(SCC(=O)Nc3nnc(C)s3)n2C)cc1
  -1.5	-3.0	-8.6	-4.0	15.1	1.09	7.6	1.01	-3.7
> CCC(C)c1ccc(O)c(NC(=O)c2cncc(Br)c2)c1 (centres undefined)
  -7.1	26.4	0.9	14.0	27.6	0.991	38.4	1.07	2.2
> O=C(O)c1cc(-c2ccccc2)n(-c2ccccc2C(=O)O)n1
  2.0	-13.1	6.6	-12.6	-10.2	0.934	2.3	0.98	-10.9
> CCOc1cc(CNc2ccccc2SC)ccc1O
  1.7	4.3	-5.1	-17.1	15.1	1.05	11.7	0.983	.
> Cc1cccc(NC(=O)COc2ccc(Br)cc2/C=N/O)c1
  -9.9	55.8*	19.0	9.5	39.2	0.81	14.1	1.1	13.3
> CCOCCCn1cnc2c(c1=O)c1nc3ccccc3nc1n2-c1ccccc1
  5.9	28.4	-5.1	-5.0	8.1	1.05	30.5	0.941	3.6
> Cn1ncc2c(N3CCN(c4ccc(Cl)c(Cl)c4)CC3)ncnc21
  -6.5	9.2	4.5	1.4	10.2	0.955	1.5	1.06	-0.5

Screening results deposited in PubChem BioAssay by Sanford-Burnham Center for Chemical Genomics.
